AMA1 RON2 block: qHTS for Inhibitors of AMA1-RON; Towards Development of Antimalarial Drug Lead: Primary Screen; AID 720542, 2013; Potency, µM (top dose mostly 58.2 µM), for inactives: at the highest dose activity change, negative = inhibition, hits mostly inhibitors; Plasmodium falciparum AMA1 (3D7) - RON2 peptide interaction; AlphaScreen AMA1-biotinylated RON2 peptide binding; actives 0.2% (n = 360,000);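 note: potency is the fitted concentration of half-maximal effect; 0% = vehicle wells and -100% = peptide control; nearly all actives have a fitted effect of over 45% in size; some results filed as inactive show a strong effect at the top dose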
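AMA1 (3D7) with his tag at 25 nM final met compounds first, then biotinylated RON2 peptide at 25 nM; detection used donor plus acceptor beads, 10 µg/mL apiece, read by AlphaScreen after 30 min at room temperature.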
AmpC no deterg: qHTS Inhibitors of AmpC Beta-Lactamase (assay without detergent). AmpC nitrocefin hydrolysis, absorbance 480 nm, 0.0001% Triton. Potency, µM (titrated, usually from 57.1 µM), for inactives: at the top dose activity change, negative = inhibition, actives largely listed as inhibitors. actives 0.52% (n = 330,000). AID 485341, 2010;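 note: potency is the fitted concentration of half-maximal effect; plate controls were no compound for no effect and no enzyme for full effect; nearly all actives have a fitted effect of over 20% in size; some results filed as inactive show a strong effect at the top dose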
Target sequence (P00811 whole entry, looked up): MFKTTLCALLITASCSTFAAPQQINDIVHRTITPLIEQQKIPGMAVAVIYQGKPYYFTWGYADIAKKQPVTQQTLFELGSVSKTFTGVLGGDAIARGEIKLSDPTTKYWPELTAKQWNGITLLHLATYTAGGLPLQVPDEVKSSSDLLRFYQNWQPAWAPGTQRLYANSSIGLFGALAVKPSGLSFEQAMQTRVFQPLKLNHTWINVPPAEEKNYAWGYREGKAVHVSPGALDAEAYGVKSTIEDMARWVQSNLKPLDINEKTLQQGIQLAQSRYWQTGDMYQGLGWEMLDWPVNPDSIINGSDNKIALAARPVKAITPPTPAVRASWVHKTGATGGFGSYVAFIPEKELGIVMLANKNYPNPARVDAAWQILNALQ
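AmpC (5.3 nM in the dispensed reagent) in 20 mM phosphate pH 7.0 with 0.01% (detergent screen) or 0.0001% Triton X-100 was preincubated with compounds for 15 min at room temperature. Nitrocefin was then added from an 800 uM solution, and hydrolysis was followed at 480 nm.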
CHX counter: Cycloheximide Counterscreen for Small Molecule Inhibitors of Shiga Toxin; cell reporter, cycloheximide protein synthesis inhibition counterscreen; max response, %; actives 12% (n = 300,000); AID 2314, 2010; in the data active = max response mostly above about 13%, no sharp cut-off; inactive = mostly below about 14%; note: read at 38.3 µM for the half of the compounds with a filed dose; 0% is about no effect
Giardia FBPA inh: qHTS Assay for Inhibitors of Fructose-1,6-bisphosphate Aldolase from Giardia Lamblia; purified Giardia FBPA; AID 2451, 2010; Potency, µM (series often up to 59.6 µM), without a hit: top-dose activity, negative = inhibition, most hits filed as inhibitors; A8B2U2; actives 0.71% (n = 290,000); note: potency is the fitted concentration of half-maximal effect; % is set by controls: 0 for no effect and ±100 for the full control effect; nearly all actives have a fitted effect of over 55% in size
Target sequence (A8B2U2 whole entry, looked up): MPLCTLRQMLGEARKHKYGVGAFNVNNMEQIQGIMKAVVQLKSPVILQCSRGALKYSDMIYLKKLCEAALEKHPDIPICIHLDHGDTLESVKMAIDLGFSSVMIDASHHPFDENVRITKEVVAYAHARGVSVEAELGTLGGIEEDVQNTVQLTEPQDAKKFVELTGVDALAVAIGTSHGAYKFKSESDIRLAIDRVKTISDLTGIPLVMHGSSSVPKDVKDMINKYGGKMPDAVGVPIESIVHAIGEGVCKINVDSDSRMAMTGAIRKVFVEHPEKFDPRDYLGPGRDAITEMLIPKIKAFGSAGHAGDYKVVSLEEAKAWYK
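40 nM FBPA preincubated 10 min at RT with compound (up to 57.5 uM final), then substrate plus GAPDH/TPI/NAD/arsenate coupling and diaphorase/resazurin added. Fluorescence read after 20 min at RT, 525/598 nm.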
AmpC inh detg: qHTS Inhibitors of AmpC Beta-Lactamase (assay with detergent). P00811. actives 0.041% (n = 370,000). Potency, µM (highest dose often 114 µM), for inactives: top-dose activity change, negative = inhibition, hits mostly inhibitors. AmpC hydrolysis of nitrocefin, absorbance 480 nm, 0.01% Triton;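 note: potency is the fitted concentration of half-maximal effect; 0% = no-compound wells and -100% = no-enzyme wells; nearly all actives have a fitted effect of over 25% in size; some results filed as inactive show a strong effect at the top dose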
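AmpC (5.3 nM in the dispensed reagent) in 20 mM phosphate pH 7.0 with 0.01% (detergent screen) or 0.0001% Triton X-100 was preincubated with compounds for 15 min at room temperature. Nitrocefin was then added from an 800 uM solution, and hydrolysis was followed at 480 nm.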
Shiga inhibitor: A qHTS for Small Molecule Inhibitors of Shiga Toxin; Vero cells, Shiga toxin protein synthesis inhibition reporter; inhibition, % at 38.7 µM; actives 9.2% (n = 290,000); in the data active = inhibition mostly above about 28%, no sharp cut-off; inactive = mostly below about 43%; note: 0% is about no effect
HCMV antiviral: qHTS Assay for inhibitors of the human cytomegalovirus (HCMV) | HFF cells, HCMV-luciferase reporter, 72 h; active compounds read low | activity change, negative = inhibition, % at 57.5 µM | actives 4.5% (n = 410,000) | AID 1259415, 2018; in the data active = activity change below about -60%; inconclusive = no clear call, values can overlap the other calls; inactive = above about -39%; note: % is set by controls: 0 for no effect and ±100 for the full control effect
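Inhibition of viral replication was scored as loss of reporter luminescence in HFFs infected with HCMV-luciferase (MOI 1 PFU/cell) for 72 h; compounds tested at 2 doses, normalized to buffer and Salinomycin controls.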
Starred values were filed as active, the others as inactive; ? = inconclusive; nt = no result given; & = joins results of further samples; [ ] = remark or other dose. Unless noted, calls come from the whole dose curve; as a rule, active = well fitted curve in the direction sought with a large enough effect; inconclusive = small, poorly fitted or top-dose-only effect, or another doubt; inactive = no such curve, though single readings can be large; an effect the other way counts as inactive or inconclusive. Rows are unselected; 16% or so of the library scored in one or more.

SMILES | AMA1 RON2 block | AmpC no deterg | CHX counter | Giardia FBPA inh | AmpC inh detg | Shiga inhibitor | HCMV antiviral
Cc1ccccc1CSCC(=O)NNC(=S)NCC1CCCO1 (stereo not drawn) | 56%[activator] | -2% | -1 | nt | 3% | -8 | 7
O=C(NCc1ccccc1F)C(c1ccccc1)c1ccccc1 | 1% | -19% | 9 | 5% | ? | 10 | -22
COC(=O)CN1C(=O)C2(C(C#N)=C(N)Oc3cc(C)oc(=O)c32)c2ccccc21 (stereo not drawn) | -2% | -4% | -6 | -8% | -13% | -15 | 18
CC(CNC(=O)CCS(=O)(=O)c1cc2c(cc1Cl)NC(=O)CO2)c1ccccc1 (stereo not drawn) | 11% | -23% | -3 | 0% | -13%&14% | 3 | 20&-8
Clc1nc2c(ccc3ccccc32)[nH]1 | -9% | -13% | 41* | -24% | 1% | 71* | 59
Cc1ccc(C)c(NC(=S)/C(=C(\[O-])c2ccc(Cl)s2)[n+]2ccccc2)c1 | -1% | -40% | 11 | ? | -6% | 35 | 55
COc1cc(/C=N/N=C(N)N)ccc1OCc1ccccc1Cl | -15% | -26% | 19 | 4% | 2% | 5 | -100*
CNC(C)Cc1ccc(OC)cc1 (stereo not drawn) | nt | nt | -8 | -3% | nt | -10 | 4
CCOc1ccc(S(=O)(=O)Oc2ccc3ccccc3c2)cc1 | 60%[activator] | 13% | 29* | -1% | ? | 43* | 25
Cc1ccc(/C=N/N2C(=S)SC(C)(C)C2N(O)C(=O)Nc2ccc([N+](=O)[O-])cc2)cc1 (stereo not drawn) | 0% | -38% | -1 | -9% | -9% | 3 | 5
Cc1ccccc1NC(=O)COC(=O)c1n[nH]c(=O)c2ccccc12 | 34% | -2% | nt | nt | -19% | nt | -8
CCCn1c(N)c(Sc2ccc(C)cc2)c(=O)n(CCC)c1=O | -10% | -40% | -4 | 1% | 3% | -9 | -3
CC(C)Cn1c(-c2ccncc2)n[nH]c1=S | 48%[activator] | -5%[2.29 µM] | -3 | ? | -2% | -12 | ?
CNCCCCOc1ccccc1-c1ccccc1 | ? | 1% | -4 | -17% | 0% | -20 | ?
CCOC(=O)C1=C(COC(=O)CSc2ccc(Br)cc2)NC(=O)NC1C (stereo not drawn) | -19% | -2% | nt | nt | -9% | nt | 12
COc1cccc(-c2cc(C(=O)Nc3ccccc3SC)no2)c1 | 7% | -11% | 36* | -2% | ? | 35* | 5
CCOc1ccc(NC(=O)CN(C)CC(=O)Nc2ccccc2C#N)cc1OCC | 19% | 18% | 1 | -18% | -7% | -16 | 52
COc1ccc(CCNC(=O)C2CCN(S(=O)(=O)N3CC(C)CC(C)C3)CC2)cc1OC (stereo not drawn) | -3% | 94%[activator] | -3 | nt | -1% | -6 | -38
Cc1sc2ncn(CC(=O)NCC3COc4ccccc4O3)c(=O)c2c1S(=O)(=O)N1CCCCC1 (stereo not drawn) | -7% | -13% | 11 | 4% | 1% | -1 | -36
O=[n+]1c2c(n([O-])c3cc(F)c(F)cc31)CCCC2 | 48%[activator] | -6% | -1 | -14% | -12% | -7 | 51
Cc1nc(-n2cc(F)c(=O)[nH]c2=O)c2nc(C)oc2n1 | 5% | -8% | 6 | -14% | 2% | -1 | 2
Cc1c(C(=O)N2CCC3(CC2)OCCO3)oc2ccc(S(=O)(=O)N3CCOCC3)cc12 | 3% | 27% | -2 | 6% | -2% | -14 | 54
COc1cc2ncnc(NCc3ccccc3F)c2cc1OC | -11% | -13% | -2 | 10% | ? | -1 | -28
O=c1cc(-c2c(O)c3ccccc3n(Cc3ccccc3)c2=O)[nH][nH]1 | 4% | -41% | 17 | -3% | -1% | -22 | -10
CC1(C)CC(=O)C(C=NC2CCCCC2)=C(O)C1 | 10% | -18% | -3 | -3% | -14% | -7 | ?

Other records follow.
SMILES | AMA1 RON2 block | AmpC no deterg | CHX counter | Giardia FBPA inh | AmpC inh detg | Shiga inhibitor | HCMV antiviral
CCN(CC)c1nc2c(s1)C(=O)NCCC2 | -2% | 25% | 13 | 8% | 0% | -1 | 20
COC(=O)c1ccc(NC(=O)COc2ccc(C3C(C#N)=C(N)Oc4c3ccc3ccccc43)cc2OC)cc1 (stereo not drawn) | -15% | -38% | 8 | 0% | ? | 4 | 17
Cc1ccnc(NC(=O)c2ccc(S(=O)(=O)c3ccccc3)cc2)c1 | -2% | -2%[2.29 µM] | 13 | 3% | 5% | 38 | -32
CCC(c1nnnn1CCc1ccccc1)N(Cc1ccco1)Cc1cc2cccc(C)c2[nH]c1=O (stereo not drawn) | -8% | 18% | 8 | 1% | ? | -2 | 15
COc1ccc(C2CC(=O)N(C)c3ccccc3S2)cc1OC (stereo not drawn) | 9% | 0% | 57* | 18% | 6% | 149* | 114
CCC(C(=O)NCc1ccco1)n1nc(C)n2c(cc3occc32)c1=O (stereo not drawn) | 26% | -13% | 1 | 6% | -5% | -8 | 32
C=CCOc1cccc(C2/C(=C(\O)c3ccc(F)cc3)C(=O)C(=O)N2CCN(C)C)c1 (stereo not drawn) | 0% | -28% | 2 | 0% | 7% | -11 | 0
Cc1ccc(CNc2ncc(-c3ccc4c(c3)OCO4)n2C)cc1 | -1% | -6% | 10 | -29% | -7% | 4 | -7
O=[N+]([O-])c1ccc(Cn2cc(-c3cccc(C(F)(F)F)c3)nn2)cc1 | -9% | -17% | 2 | -2% | ? | 7 | -23
S=c1[nH]c2ccc(Cc3ccc4[nH]c(=S)[nH]c4c3)cc2[nH]1 | 92%[activator] | 21% | 0 | 6% | -2% | -11 | 6
COc1ccc(OC)c(NC(=O)[C@@]2(CC(=O)O)CC(/C=C/c3ccccc3)=NO2)c1 | -17% | -35% | -3 | -7% | -2% | 1 | 0
CN(C(=O)COC(=O)Cc1c(F)cccc1Cl)c1c(N)n(Cc2ccccc2)c(=O)[nH]c1=O | 12% | -3% | nt | nt | -3% | nt | 5
CCN(CC)CCN(C(=O)CCS(=O)(=O)c1ccccc1)c1nc2c(C)cc(C)cc2s1 | 15% | 98%[activator] | -2 | -30% | 1% | -8 | ?
COc1ccc(C)cc1N(CC(=O)N1CCCC1)S(=O)(=O)c1ccccc1 | -6% | 19% | 10 | 8% | -10% | 8 | 10
CN1c2ccccc2C(O)=C(C(=S)Nc2ccc(Cl)cc2)S1(=O)=O | 18% | -32% | 7 | -18% | -7% | 20 | 27
O=C(C1CC1(c1ccccc1)c1ccccc1)N1CCOCC1 (stereo not drawn) | -13% | 3% | -3 | -1% | -10% | -13 | 62
CCC(C)(C(=O)NC1CCCCC1)N(Cc1ccco1)C(=O)c1cnccn1 (stereo not drawn) | -3% | -18% | -1 | 5% | -3% | -17 | -16
CCCNC(=O)c1ccc(SCC(=O)N(CC)CC)c([N+](=O)[O-])c1 | -18% | -12% | -4 | 2% | ? | 11 | -67*
O=C(Oc1ccc[nH]c1=O)c1cc([N+](=O)[O-])cc([N+](=O)[O-])c1 | 11% | -5% | 0 | ? | 2% | -6 | 16
CC1CCCN(S(=O)(=O)c2ccc(NC(=O)CCN3C(=O)c4ccccc4C3=O)cc2)C1 (stereo not drawn) | 6% | -19% | -4 | 0% | 3% | -23 | -16
CNC(=S)N1CCc2cc(OC)c(OC)cc2C1COc1ccc(OC)cc1 (stereo not drawn) | -28% | 49% | 2 | 1% | 6% | -3 | 272
CCOc1cc(-n2ncc(C#N)c2N)nc(SC)n1 | -19% | -15% | -3 | 2% | -6% | -4 | -21
OCCCNC(=S)Nc1ccc(Nc2ccccc2)cc1 | -4% | -12%[2.29 µM] | 1 | -4% | -3% | 18 | 22
CCc1c(C(=O)OC)nnc2cc(C)nn12 | 5% | -13% | -4 | 1% | 0% | 19 | 23
COC(=O)c1ccc(/C=C/C(=O)OCC(=O)c2ccc[nH]2)cc1 | -3% | -21% | nt | nt | nt | nt | 1
CC(=O)Nc1ccc(S(=O)(=O)NNC(=O)COc2cccc3ccccc23)cc1 | -1% | -21% | -1 | 2% | -6% | 1 | 8
CC(=O)NC1=NN(C(C)=O)C(C)(c2cccc([N+](=O)[O-])c2)S1 (stereo not drawn) | -9% | -5% | 9 | -2% | -10% | 12 | -32

Of the compounds above, these have an NH in an aromatic ring.
SMILES | AMA1 RON2 block | AmpC no deterg | CHX counter | Giardia FBPA inh | AmpC inh detg | Shiga inhibitor | HCMV antiviral
Clc1nc2c(ccc3ccccc32)[nH]1 | -9% | -13% | 41* | -24% | 1% | 71* | 59
Cc1ccccc1NC(=O)COC(=O)c1n[nH]c(=O)c2ccccc12 | 34% | -2% | nt | nt | -19% | nt | -8
CC(C)Cn1c(-c2ccncc2)n[nH]c1=S | 48%[activator] | -5%[2.29 µM] | -3 | ? | -2% | -12 | ?
Cc1nc(-n2cc(F)c(=O)[nH]c2=O)c2nc(C)oc2n1 | 5% | -8% | 6 | -14% | 2% | -1 | 2
O=c1cc(-c2c(O)c3ccccc3n(Cc3ccccc3)c2=O)[nH][nH]1 | 4% | -41% | 17 | -3% | -1% | -22 | -10
CCC(c1nnnn1CCc1ccccc1)N(Cc1ccco1)Cc1cc2cccc(C)c2[nH]c1=O (stereo not drawn) | -8% | 18% | 8 | 1% | ? | -2 | 15
S=c1[nH]c2ccc(Cc3ccc4[nH]c(=S)[nH]c4c3)cc2[nH]1 | 92%[activator] | 21% | 0 | 6% | -2% | -11 | 6
CN(C(=O)COC(=O)Cc1c(F)cccc1Cl)c1c(N)n(Cc2ccccc2)c(=O)[nH]c1=O | 12% | -3% | nt | nt | -3% | nt | 5
O=C(Oc1ccc[nH]c1=O)c1cc([N+](=O)[O-])cc([N+](=O)[O-])c1 | 11% | -5% | 0 | ? | 2% | -6 | 16
COC(=O)c1ccc(/C=C/C(=O)OCC(=O)c2ccc[nH]2)cc1 | -3% | -21% | nt | nt | nt | nt | 1

Screens as filed in PubChem.
